SENP6 inh: blocks the human protease SENP6; Q9GZR1; Recombinant SENP6 catalytic domain, aminoluciferin luminescence; inhibition, % at 10 µM; actives 1.8% (n = 330,000); AID 2599;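 active means inhibition above about 50% at the single tested dose, limit read from the data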;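 further: plate controls were DMSO wells with enzyme for no effect and DMSO wells lacking enzyme for full effect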
Target sequence (Q9GZR1 628-1112 limits assumed): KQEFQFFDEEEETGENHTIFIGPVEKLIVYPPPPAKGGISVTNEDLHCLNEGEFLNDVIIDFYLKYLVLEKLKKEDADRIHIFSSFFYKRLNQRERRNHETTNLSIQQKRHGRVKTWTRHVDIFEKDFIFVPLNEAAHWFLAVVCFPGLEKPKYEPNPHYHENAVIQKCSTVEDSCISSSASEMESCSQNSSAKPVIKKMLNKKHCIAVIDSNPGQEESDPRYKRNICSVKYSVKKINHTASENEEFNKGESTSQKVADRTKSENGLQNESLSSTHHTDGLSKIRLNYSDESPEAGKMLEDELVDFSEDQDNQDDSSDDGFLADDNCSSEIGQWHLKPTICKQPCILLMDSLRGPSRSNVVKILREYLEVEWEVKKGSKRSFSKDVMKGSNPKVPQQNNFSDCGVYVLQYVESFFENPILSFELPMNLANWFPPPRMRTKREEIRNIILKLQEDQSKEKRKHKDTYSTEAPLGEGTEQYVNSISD
MIN6 prolif: MIN6 beta-cell proliferation induction; AID 2380; MIN6 cells proliferation, ATPlite luminescence, 48 h; cells starved in 0.2% serum; 100% = growth in 10% serum; proliferation, % at 10 µM; actives 0.29% (n = 330,000);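 active means compounds whose signal lies at least 3.5 SD above the mean of all wells on their plate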;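 further: 0% = DMSO-treated cells in low-serum medium and 100% = 10% serum control; some compounds called inactive have numbers as strong as hits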
SENP8 block-1: SENP8 (human) protease inhibition; AID 602440; recombinant SENP8, Nedd8 substrate fluorescence; actives 0.64% (n = 360,000); Q96LD8; inhibition, % at 20 µM; in the data active means inhibition mostly above about 40%, no sharp cut-off; inactive means mostly below about 27%
SENP8 block-2: SENP8 protease inhibition; inhibition, % at 10 µM; actives 1.2% (n = 330,000); purified SENP8, Z-RLRGG-aminoluciferin cleavage, luminescence; AID 2540; in the data active means inhibition above about 50%
HKDC1 inh: HKDC1 (human) hexokinase inhibition; Q2TB90; recombinant HKDC1, G6PDH/diaphorase resazurin coupled fluorescence; inhibition, % at 20 µM; actives 0.16% (n = 340,000); AID 493160;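 active means inhibition above about 35% when tested at 20 µM, limit read from the data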;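 further: plate controls were DMSO wells with enzyme for no effect and DMSO wells lacking enzyme for full effect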
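test system = in-house recombinant HK5 (HKDC1) enzyme | amount = HKDC1 at 5 µg/mL | control set = DMSO-enzyme wells negative, buffer-substituted wells positive | compound = one dose of 20 µM, 1% DMSO | schedule = reaction time 90 min, room temperature, protected from light | technique = resorufin fluorescence at 613 nm | reagent = glucose with 1 mM ATP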
SENP7 block: SENP7 protease inhibition; Q9BQF6; recombinant SENP7, Z-RLRGG-aminoluciferin luminescence, 40 min; inhibition, % at 5 µM; actives 1.5% (n = 330,000); AID 434973;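 active means inhibition above about 50% at the single test dose, limit read from the data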;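 further: plate controls were DMSO with enzyme for no effect and no enzyme buffer wells for full effect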
Target sequence (Q9BQF6 706-1050 limits assumed): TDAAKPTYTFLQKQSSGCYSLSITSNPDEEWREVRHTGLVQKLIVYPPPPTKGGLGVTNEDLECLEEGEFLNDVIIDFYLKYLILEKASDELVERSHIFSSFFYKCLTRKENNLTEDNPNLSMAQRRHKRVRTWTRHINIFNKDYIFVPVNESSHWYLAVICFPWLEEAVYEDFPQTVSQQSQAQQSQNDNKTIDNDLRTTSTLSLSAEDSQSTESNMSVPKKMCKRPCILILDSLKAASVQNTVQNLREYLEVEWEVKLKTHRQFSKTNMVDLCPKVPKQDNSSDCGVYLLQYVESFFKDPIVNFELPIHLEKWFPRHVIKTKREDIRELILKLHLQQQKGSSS
UBC13 polyUb: human UBC13 polyubiquitination inhibition; AID 485273; actives 0.47% (n = 330,000); P61088; UBC13 polyubiquitin chain formation, TR-FRET; inhibition, % at 20 µM; in the data active means inhibition above about 45%, passing the limit was not always enough
SENP1 FRET inh: blocks the human SENP1 SUMO protease catalytic domain; AID 624204; inhibition, % at 10 µM; actives 0.21% (n = 360,000); Q9P0U3; recombinant SENP1 catalytic domain, CyPet-SUMO1-YPet FRET cleavage;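 active means inhibition at least 30% at 10 µM, raw YFP signal under a set limit, fluorescence ratio 0.5 to 1.5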;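 further: 0% = enzyme with DMSO and 100% = no enzyme wells; some results filed as inactive read as strong as hits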
Target sequence (Q9P0U3 419-644 limits assumed): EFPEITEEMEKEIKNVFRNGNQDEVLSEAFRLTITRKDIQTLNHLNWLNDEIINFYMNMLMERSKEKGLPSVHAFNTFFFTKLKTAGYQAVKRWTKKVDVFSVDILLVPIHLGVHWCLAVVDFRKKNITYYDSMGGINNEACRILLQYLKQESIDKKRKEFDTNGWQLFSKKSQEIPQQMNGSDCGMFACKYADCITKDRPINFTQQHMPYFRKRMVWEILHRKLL
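Material – human SENP1 catalytic domain · Input – SENP1 enzyme, 20 pM final · Compound dosing – single concentration of 10 µM compound, 0.5% DMSO final · Timing – enzyme reaction for 50 min at room temperature, dark · Measured by – FRET fluorescence in CFP and YFP emission channels · Control set – no-enzyme wells low, DMSO-plus-enzyme wells high control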
PfGluPho inh: PfG6PD (Plasmodium falciparum) enzyme inhibition; PfGluPho enzyme, NADPH resazurin-diaphorase fluorescence; inhibition, % at 20 µM; actives 0.78% (n = 350,000);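 active means inhibition reaching at least a set limit at 20 µM in the primary screen, cut at about 59% in these data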;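 further: 0% = DMSO wells with substrate and 100% = DMSO wells lacking glucose-6-phosphate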
Numbers without * were called inactive; . = no result given.

| compound | SENP6 inh | MIN6 prolif | SENP8 block-1 | SENP8 block-2 | HKDC1 inh | SENP7 block | UBC13 polyUb | SENP1 FRET inh | PfGluPho inh |
| --- | --- | --- | --- | --- | --- | --- | --- | --- | --- |
| CC1Cc2ccccc2N1Cc1cc(=O)c(OCC(=O)Nc2ccccc2)co1 (stereo not drawn) | 5 | -5 | 6 | 4 | 5 | -1 | -1 | 0 | 5 |
| CC(Sc1nnnn1-c1ccc(O)cc1)C(=O)NC1CCCCC1C (stereo not drawn) | -11 | -1 | 6 | -7 | -5 | 12 | -4 | 0 | -16 |
| CC(=O)NC12CC3CC(C1)CC(C(=O)N1CCN(C(=O)c4ccco4)CC1)(C3)C2 | 10 | 3 | 6 | 3 | 3 | -1 | 1 | 2 | -6 |
| COC(=O)CCN(C(=O)c1ccc(Cl)c([N+](=O)[O-])c1)c1ccccn1 | -8 | -3 | 32 | -2 | -8 | 4 | 1 | -2 | -4 |
| CCOc1ccccc1CNC(=O)c1ccccc1NC(=O)C1=CSCCO1 | -10 | -6 | -55 | 4 | 2 | 0 | 4 | -5 | 9 |
| COc1ccc(CC(=O)N(C)CC(=O)Nc2ccccc2Cl)cc1S(=O)(=O)N1CCOCC1 | -4 | 4 | 7 | -3 | 4 | 5 | 52* | -3 | -10 |
| CCOC(=O)CSc1nc(C)cc(C)c1C(N)=O | -5 | -1 | 18 | 0 | 11 | 2 | 8 | 0 | -18 |
| O=C(O)C12C[C@H]3C[C@@H](C1)CC(n1ncc(N4CCN(c5ccccc5)CC4)c(Cl)c1=O)(C3)C2 | 2 | -3 | 16 | -4 | -2 | 2 | -11 | 2 | -13 |
| Cc1nnc(SCC(=O)Nc2ccc(-c3nc4ccccc4s3)cc2)s1 | . | . | -412 | . | -5 | . | . | -11 | 5 |
| CSc1c(C#N)c(N)c(C#N)c2c1COC(C)(C)C2 | 11 | 0 | -374 | 2 | 9 | 3 | 5 | -30 | -2 |
| CCCN1C2CCCC1CC(NC(=O)c1cc(OC)c(OC)c(OC)c1)C2 (stereo not drawn) | -6 | -3 | 12 | 2 | 2 | 6 | -7 | 0 | -16 |
| Cc1ccc(N(C(=O)Cn2nnc3ccccc32)C(C(=O)NC2CCCCC2)c2cn(C)nc2C)cc1 (stereo not drawn) | 2 | -2 | 13 | 0 | -6 | -14 | -10 | 2 | -8 |
| Cc1ccc(C(C)C)c(OCC(=O)NN2C(=O)c3ccccc3C2=O)c1 | 20 | -3 | 13 | 4 | -5 | 3 | -2 | -1 | -4 |
| O=C(NC(=S)Nc1ccccc1N1CCOCC1)c1ccc(-c2cc(Cl)ccc2Cl)o1 | 3 | 0 | 23 | 0 | 8 | -5 | -14 | -2 | -14 |
| NC12NC(=O)C3(O)C4C5CC(C6C5C3C61)C42 (stereo not drawn) | 27 | 0 | 12 | -10 | -1 | -4 | -14 | 1 | -9 |
| COc1ccc(C(=O)CC(=O)C(=O)Nc2ccccc2)cc1 | 10 | 3 | 2 | -7 | -1 | -4 | -11 | 1 | -31 |
| COc1cc(/C=N/N(C)S(=O)(=O)c2ccc(C)cc2)cc([N+](=O)[O-])c1O | -25 | 0 | 33 | -1 | -2 | -7 | -35 | 1 | 0 |
| CC1=NN(C(=O)c2ccccc2F)C(O)(c2ccc(Cl)cc2)C1 (stereo not drawn) | -15 | -3 | 14 | -4 | -1 | -4 | 6 | 4 | 13 |
| CCCCC(=O)NC(Nc1cc(C)ccn1)(C(=O)OCC)C(F)(F)F (stereo not drawn) | -8 | 0 | 30 | 0 | 1 | -6 | 0 | 1 | -9 |
| O=C(C1=C[C@@H](c2coc3ccccc3c2=O)C[C@@H](OCCCCO)O1)N1CCN(Cc2ccc3c(c2)OCO3)CC1 | 0 | -3 | 10 | -1 | 0 | -8 | 6 | 1 | -4 |
| COc1cc(C(=O)N2CCN(CCCc3ccccc3)CC2)cc(OC)c1OC | -1 | -2 | 20 | 1 | -2 | 4 | -5 | 0 | 10 |
| O=C(NCC1CCCO1)C1CCN(C(=O)c2ccc(Br)cc2)CC1 (stereo not drawn) | -2 | 0 | 20 | -5 | -5 | 7 | -4 | 1 | -8 |
| CCc1ccc(NC(=O)C2CCCN(S(=O)(=O)c3ccc4c(c3)CCCN4C(C)=O)C2)cc1 (stereo not drawn) | 13 | -3 | 15 | 3 | -1 | 1 | 5 | 4 | -2 |
| COC(=O)C1CCN(S(=O)(=O)c2cn(C)c(=O)n(C)c2=O)CC1 | 9 | 0 | 14 | 4 | -4 | 5 | -1 | 0 | -1 |
| Cc1ccc(NC(=O)CSc2nccn2Cc2ccco2)c(C)c1 | -12 | -6 | -4 | -5 | -1 | 7 | -5 | -1 | 5 |
| O=C(CSc1nnc(-c2cccnc2)n1C1CCCCC1)NC1CCCCC1 | -23 | -1 | 9 | -16 | 7 | 0 | -3 | 3 | -15 |
| CCOC(=O)N1CCC(N2C(=O)c3ccccc3C2Nc2ccc(S(=O)(=O)N3CCCCC3)cc2)CC1 (stereo not drawn) | -7 | 0 | . | -9 | . | -6 | -2 | . | . |
| COc1cc(/C=N/NC(=O)c2ccc3nc[nH]c3c2)cc(OC)c1OC | 2 | 5 | . | 0 | 0 | -4 | -6 | . | 10 |
| CCOC(=O)C1CCN(CC(=O)N2C(C)CCCC2C)CC1 (stereo not drawn) | -11 | 1 | 8 | 3 | -14 | -6 | 10 | 0 | 1 |
| CCOc1ncccc1C(=O)N1CCN(c2cccc(C)c2C)CC1 | . | . | 7 | . | -5 | . | . | -1 | 3 |
| COC(=O)C(C)NC(=O)C12CC3CC(CC(C3)C1)C2 (stereo not drawn) | 7 | -2 | 24 | 5 | -3 | 7 | 3 | 1 | -6 |
| Cc1ccccc1NC(=O)c1ccc(CN2CCC(Cc3ccccc3)CC2)cc1 | -3 | -4 | 17 | -3 | -4 | 0 | 18 | 0 | 12 |

Three entries from above, arranged by the number in SENP1 FRET inh, ascending.
canonical_smiles | SENP1 FRET inh
CCOc1ncccc1C(=O)N1CCN(c2cccc(C)c2C)CC1 | -1
COC(=O)C(C)NC(=O)C12CC3CC(CC(C3)C1)C2 (stereo not drawn) | 1
O=C(CSc1nnc(-c2cccnc2)n1C1CCCCC1)NC1CCCCC1 | 3

(continued)
Values run as follows: SENP6 inh | MIN6 prolif | SENP8 block-1 | SENP8 block-2 | HKDC1 inh | SENP7 block | UBC13 polyUb | SENP1 FRET inh | PfGluPho inh
> COc1ccc(NC(=O)CN(C)C(=O)CCCc2c[nH]c3ccccc23)cc1
 : -8 | -1 | -21 | -1 | 6 | 1 | -1 | 2 | 45
> O=C(c1cc(Cl)cc(Cl)c1)N1CCOCC1
 : 14 | 1 | 11 | 2 | -15 | 1 | 5 | 0 | -4
> CC(C)=CCc1c2c(c3occ(-c4ccc(O)c(O)c4)c(=O)c3c1O)C=CC(C)(C)O2
 : . | . | 26 | . | 14 | . | . | 0 | -22
> COCCCNC(=O)COc1ccc(S(=O)(=O)Nc2ccccc2)cc1
 : -10 | -2 | 14 | -4 | -6 | -1 | -4 | 1 | -4
> CCOc1ccc(N2C(=O)S/C(=C\c3ccc(O)c(OCC)c3)C2=O)cc1
 : -1 | -3 | -96 | 3 | 0 | 1 | -17 | -31 | 2
> COC(=O)c1cc(NC(=O)c2ccc(OC)cc2)c(=O)oc1C
 : 48 | -3 | -2 | 32 | 0 | 35 | 8 | -18 | -10
> O=S(=O)(Nc1ccccc1)c1ccc(S(=O)(=O)N2CCCC2)cc1
 : -2 | 0 | 1 | 2 | 6 | -6 | 6 | 1 | -2
> Cc1[nH]n(-c2ccccc2)c(=O)c1C=NCc1ccco1
 : -2 | -2 | . | -4 | . | 8 | -6 | . | .
> COCCN(C(=O)c1ccccc1OC1CCN(S(C)(=O)=O)CC1)C(C)C
 : -14 | -3 | 2 | -3 | -3 | 11 | -6 | -3 | -6
> Cn1c(=O)c2cc(S(=O)(=O)NCCC(=O)NCCc3ccc(Cl)cc3)ccc2n(C)c1=O
 : -4 | 0 | 4 | -1 | -10 | -2 | 4 | 1 | -9
> CCNC(=O)/C(C#N)=C/c1c(N2CCN(c3cccc(Cl)c3)CC2)nc2c(C)cccn2c1=O
 : -6 | -4 | -310 | -4 | 2 | -2 | -3 | -91 | -2
> O=c1[nH]c2ccc(Cl)cc2c(-c2ccccc2)c1SC(=S)N1CCOCC1
 : -25 | -6 | -76 | 4 | -25 | -4 | -10 | 1 | 48
> Cc1nnc(SC(C)C(=O)NC2CCCCC2C)s1 (stereo not drawn)
 : -3 | 2 | 16 | 1 | -9 | 3 | 2 | -1 | -12
> COc1cccc(-c2cc(C(=O)NCc3ccco3)c3ccccc3n2)c1
 : 19 | -2 | -107 | -4 | -2 | -2 | -2 | -1 | 11
> COc1ccc(CCn2c(NCCCN3CCOCC3)nc3c2c(=O)[nH]c(=O)n3C)cc1
 : -13 | 0 | 24 | 4 | -1 | 10 | -3 | 3 | 5
> Cc1cccn2c(=O)c(C(=O)NC3CCCCC3)c(O)nc12
 : -4 | -2 | -408 | -1 | -5 | 8 | -1 | 0 | -14
> Cc1nn(-c2ccccc2)c(C)c1C(=O)OCC(=O)Nc1ccccc1
 : 83* | -3 | -1 | 75* | -5 | 81* | 0 | 2 | 6
> COc1ccc(C=CC(C)=NNC(=O)c2ccncc2)cc1
 : . | . | 3 | . | -1 | . | . | -1 | -7
> COc1ccccc1N=C1SC(C(=O)Nc2cccc(Cl)c2Cl)C(N)=C1C(N)=O (stereo not drawn)
 : -18 | -7 | -3 | -7 | 18 | -6 | -2 | -99 | -19
> CNC(=O)c1ccccc1Sc1cccc2cccc(C(=O)O)c12
 : 2 | -3 | 20 | 5 | -3 | -4 | -3 | 1 | -16

Compound profiles, from the list above. Order of values: SENP6 inh	MIN6 prolif	SENP8 block-1	SENP8 block-2	HKDC1 inh	SENP7 block	UBC13 polyUb	SENP1 FRET inh	PfGluPho inh
`Cc1nn(-c2ccccc2)c(C)c1C(=O)OCC(=O)Nc1ccccc1` is listed as 83*	-3	-1	75*	-5	81*	0	2	6
`CNC(=O)c1ccccc1Sc1cccc2cccc(C(=O)O)c12` is listed as 2	-3	20	5	-3	-4	-3	1	-16

Continuation:
Values run as follows: SENP6 inh | MIN6 prolif | SENP8 block-1 | SENP8 block-2 | HKDC1 inh | SENP7 block | UBC13 polyUb | SENP1 FRET inh | PfGluPho inh
> CC(C)NS(=O)(=O)c1ccc(CCC(=O)NCc2ccco2)cc1
 : -6 | 2 | 14 | 6 | 3 | 0 | 6 | -1 | -1
> NC(=S)N/N=C/c1ccccc1OC(=O)/C=C/c1ccccc1
 : 8 | -3 | 20 | 5 | -1 | 2 | -10 | -18 | 34
> COCCN(C(=O)COC(=O)c1ccc(Cl)s1)c1c(N)n(Cc2ccccc2)c(=O)[nH]c1=O
 : -8 | -3 | -5 | -2 | -4 | -10 | -8 | 1 | -9
> O=C(Nc1ccccc1SCC1CSc2nc3ccccc3c(=O)n21)c1ccccc1 (stereo not drawn)
 : -13 | 1 | 6 | 0 | 6 | 6 | -5 | 1 | -3
> Cc1cc(NC(=O)C2CC(=O)N(c3ccccc3)C2)no1 (stereo not drawn)
 : 10 | 0 | 11 | -12 | 2 | -1 | -9 | 0 | 6
> COc1ccc(OC)c(C(C)NC(=O)c2ccco2)c1 (stereo not drawn)
 : 1 | -1 | 10 | 1 | -11 | -1 | 8 | 1 | 22
> Cc1cc(C(=O)Nc2cccc3ccccc23)n(-c2ccccc2)n1
 : -35 | -2 | -2 | -11 | 17 | -5 | -15 | -2 | 4
> O=C(O)CN=C(NS(=O)(=O)c1ccccc1)c1ccccc1
 : 1 | -2 | 17 | 8 | 4 | 1 | -5 | 2 | -3

Screens (PubChem BioAssay)
